Runt-CBFb FRET – inhibitors of RUNX1 Runt–CBFb binding, primary screen, biochemical, FRET, Cerulean-Runt, Venus-CBFb, uHTS. AID 1496, 2009. inhibition, % at 20 µM. Cerulean-Runt/Venus-CBFb FRET ratio 530/480, 1 h. 220,000 compounds, 0.46% hits;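 active = inhibition over about 50% at 20 µM in the single-dose screen, limit read from the data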;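 also: 0% = DMSO wells and 100% = excess unlabeled CBFb competitor control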
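Measured by: fluorescence energy transfer, 422 nm excitation, 530/480 nm emission; Assay system: Cerulean-Runt domain; Medium: Tris pH 7.5 buffer with BSA; Measure: loss of energy transfer signal; Controls: 5 µM unlabeled CBFb as full-inhibition high control; Incubation: protein complex preformed 1 h, compound exposure 1 h, room temperature, dark.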
FXIa inh 1536 – human FXIa protease inhibitors, primary screen, biochemical, 1536-well | 220,000 compounds, 0.14% hits | Coagulation factor XI (Homo sapiens), P03951 | inhibition, % at 5 µM | purified FXIa, Boc-Glu-Ala-Arg-AMC fluorogenic substrate;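 active = inhibition of at least 40%; inactive = inhibition below 40%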;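 also: fluorescence of freed AMC excited at 355 nm; 0% = enzyme without compound and 100% = no enzyme blank; many of its hits are not listed in these tables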
Runt-SMMHC FRET – inhibitors of RUNX1 Runt–CBFb-SMMHC binding, primary screen, biochemical, FRET, Cerulean-Runt, Venus-CBFb-SMMHC, uHTS | Runt-related transcription factor 1 (Homo sapiens) + Core-binding factor subunit beta … | Cerulean-Runt/Venus-CBFb-SMMHC FRET ratio 530/480, 1 h | inhibition, % at 20 µM | 220,000 compounds, 0.74% hits;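 active = mean inhibition across duplicate retests at 20 µM reaching about 50%, limit read from the data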;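 also: 0% = DMSO wells and 100% = wells with excess untagged CBFb-SMMHC; inhibitors lower the FRET ratio by blocking Runt binding to CBFb-SMMHC; some results filed as inactive read as strong as hits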
Hck-Nef inh – inhibitors of Nef-activated human Hck kinase, primary screen, biochemical, Z-Lyte FRET, 384-well, Hck-YEEI; Tyrosine-protein kinase HCK (Homo sapiens), P08631; Recombinant Hck-YEEI plus Nef, Z-Lyte FRET kinase assay; inhibition, % at 20 µM; 220,000 compounds, 0.68% hits; AID 463187, 2010;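 active = Hck-Nef kinase inhibition above about 50%, limit read from the data; inactive = inhibition below that limit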;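 also: 0% = DMSO with Hck plus Nef and 100% = Hck alone without Nef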
FXIIa inh 1536 – human FXIIa protease inhibitors, primary screen, biochemical, 1536-well; Coagulation factor XII (Homo sapiens), P00748; purified FXIIa, Boc-QGR-AMC fluorogenic substrate, 2 h; inhibition, % at 5 µM; 220,000 compounds, 0.3% hits; in the data active = inhibition above about 40%;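 also: 0% = enzyme with no compound and 100% = blank without enzyme; many of its hits are not listed in these tables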
Wee1 degr inh – Wee1 degradation inhibitors, primary screen, cell-based, HeLa, Wee1K328M-luciferase, luminescence; Wee1-like protein kinase (Homo sapiens), P30291; HeLa Luc-Wee1K328M stability; 100% = proteasome inhibitor MG132 effect; reporter increase, % at 5 µM; 220,000 compounds, 1.2% hits; AID 1321, 2008;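 active = activation above the mean of all tested compounds plus 3 SD, set per screening run, cut at about 8.8% in these data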;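 also: cells exposed to compound for 20 h before luminescence read; 0% = DMSO alone and 100% = MG132 at 30 µM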
Target sequence (P30291 whole entry K328M): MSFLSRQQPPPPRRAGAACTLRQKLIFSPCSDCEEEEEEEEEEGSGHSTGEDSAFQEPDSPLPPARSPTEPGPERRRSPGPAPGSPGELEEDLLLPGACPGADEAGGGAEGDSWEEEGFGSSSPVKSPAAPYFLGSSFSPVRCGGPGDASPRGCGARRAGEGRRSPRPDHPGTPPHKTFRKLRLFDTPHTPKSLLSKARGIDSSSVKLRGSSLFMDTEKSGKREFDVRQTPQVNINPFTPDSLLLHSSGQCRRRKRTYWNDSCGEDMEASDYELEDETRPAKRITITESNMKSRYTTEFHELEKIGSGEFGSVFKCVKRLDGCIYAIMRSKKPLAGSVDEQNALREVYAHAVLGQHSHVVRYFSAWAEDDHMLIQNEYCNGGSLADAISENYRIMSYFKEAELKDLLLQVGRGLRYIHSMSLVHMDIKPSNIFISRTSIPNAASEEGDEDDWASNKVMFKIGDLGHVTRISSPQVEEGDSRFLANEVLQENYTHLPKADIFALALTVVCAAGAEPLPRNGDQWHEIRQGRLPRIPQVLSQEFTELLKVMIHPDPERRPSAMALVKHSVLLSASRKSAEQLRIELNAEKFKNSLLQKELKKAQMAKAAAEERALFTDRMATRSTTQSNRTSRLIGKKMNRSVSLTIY
Thrombin inh – human alpha-thrombin inhibitors, primary screen, counter-screen for coagulation protease inhibitor project, biochemical, 1536-well, fluorogenic AMC substrate; Prothrombin (Homo sapiens), P00734; inhibition, % at 5 µM; AID 1046, 2008; 220,000 compounds, 0.26% hits; Boc-VPR-AMC fluorogenic substrate cleavage;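 active = inhibition at or above 40%; inactive = inhibition below 40%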;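 also: 0% = enzyme with no compound and 100% = wells without enzyme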
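System: human alpha-thrombin protein; Compound dosing: one concentration per compound, 5 µM, with 0.2% DMSO; Timing: reaction at room temperature; Technique: AMC fluorescence, 355/460 nm; Controls: enzyme without compound as high, wells lacking enzyme as low.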
14-3-3 Bad inh – inhibitors of 14-3-3 zeta/Bad binding, primary screen, biochemical, TR-FRET, bovine 14-3-3 zeta. TR-FRET 14-3-3zeta/Dy647-pBad peptide displacement, 1 h. inhibition, % at 21.7 µM. 220,000 compounds, 0.71% hits;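 active = inhibition above about 70%, limit read from the data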;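 also: 0% = full 14-3-3 plus peptide FRET controls and 100% = background without 14-3-3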
Target sequence (P63103 whole entry, looked up): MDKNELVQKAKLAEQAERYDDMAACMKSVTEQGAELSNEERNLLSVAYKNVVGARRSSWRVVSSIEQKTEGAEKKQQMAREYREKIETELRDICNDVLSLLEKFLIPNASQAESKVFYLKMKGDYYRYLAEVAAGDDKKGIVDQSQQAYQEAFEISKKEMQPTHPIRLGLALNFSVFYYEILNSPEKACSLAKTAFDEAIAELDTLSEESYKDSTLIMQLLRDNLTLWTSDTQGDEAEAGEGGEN
KLK5 inh – human KLK5 protease inhibitors, primary screen, biochemical, 1536-well | recombinant hK5, fluorogenic AMC substrate cleavage | inhibition, % at 5 µM | 210,000 compounds, 0.59% hits | AID 873, 2007;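 active = inhibition of 40% or more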;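 also: 0% = enzyme controls without compound and 100% = no-enzyme blanks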
* marks the source's active call; other numbers are inactive results; . = no result given; [ ] = dose if it differs, or a comment.

SMILES	Runt-CBFb FRET	FXIa inh 1536	Runt-SMMHC FRET	Hck-Nef inh	FXIIa inh 1536	Wee1 degr inh	Thrombin inh	14-3-3 Bad inh	KLK5 inh
C/C(=N\N1CCN(c2ccccc2)CC1)c1cccs1	2	-2	-3	21	8	0	-4	0	-1
Cc1cc(C(=O)CSc2nnc(-c3ccncc3)n2-c2ccccc2)c(C)n1C	3	4	-1	1	16	1	-4	-10	-4
CCOC(=O)c1[nH]c2ccccc2c1NC(=O)Nc1ccc(OC)cc1	-2	1	2	-1	8	-1	-1	14	-11
CCCCNS(=O)(=O)c1ccc2nc(SCC(=O)Nc3cc(C)cc(C)c3)[nH]c2c1	0	-2	2	-35	2	1	-6	2	-6
CCOc1ccc(-c2cc3nc(C4CCN(C(=O)OC(C)(C)C)CC4)c(C(=O)O)cn3n2)cc1	32	5	-6	9	13	-1	-5	-4	-6
O=C1NC(c2ccc(-c3ccccc3[N+](=O)[O-])o2)C(C(=O)c2ccc(Cl)cc2)C(O)(C(F)(F)F)N1 (stereo not drawn)	1	8	3	1	16	-2	-8	6[fluorescence artefact?]	-5
COc1ccc(/C=C2\SC(=S)N(CC(=O)N3CCN(C)CC3)C2=O)cc1	1	-4	2	2	-2	-1	-7	-6	-3
O=C(NC1(C(F)(F)F)NC(=O)N(C2CCCCC2)C1=O)C1CC1 (stereo not drawn)	0	2	0	15	9	1	-2	-2	14
CC(C)CNC(=O)COC(=O)c1n[nH]c2ccccc12	-4	-2	0	21	10	0	-11	-13	-4
Cc1c(Cl)cnc(NC(=O)COC(=O)c2ccc([N+](=O)[O-])s2)c1Cl	2	7	-2	3	15	-1	-5	3	-6
Cc1cnc(CN(C)Cc2c(C(=O)N3CCc4ccccc4C3)nc3ccc(Cl)cn23)[nH]1	0	-7	-8	30	5	1	-10	6	-3
COC(=O)c1ccccc1OCC(=O)N1CCN(c2ccc(Cl)cc2)CC1	-3	-3	-2	3	2	-2	3	-7	5
CCCOC(=O)c1ccc(NC(=O)COC)cc1	-1	-5	2	0	-1	-2	-9	4[fluorescence artefact?]	0
NS(=O)(=O)c1ccc(NC(=S)NCC2CCCO2)cc1 (stereo not drawn)	22	-2	6	2	2	4	-11	-7[fluorescence artefact?]	-14
CC1CCc2sc3nc(NCc4ccco4)n4ncnc4c3c2C1 (stereo not drawn)	0	-9	-1	0	4	2	-10	-16	-7

Ordered by count of non-hydrogen atoms (lowest first): some entries from above.
SMILES	Runt-CBFb FRET	FXIa inh 1536	Runt-SMMHC FRET	Hck-Nef inh	FXIIa inh 1536	Wee1 degr inh	Thrombin inh	14-3-3 Bad inh	KLK5 inh
CCCOC(=O)c1ccc(NC(=O)COC)cc1	-1	-5	2	0	-1	-2	-9	4[fluorescence artefact?]	0
NS(=O)(=O)c1ccc(NC(=S)NCC2CCCO2)cc1 (stereo not drawn)	22	-2	6	2	2	4	-11	-7[fluorescence artefact?]	-14
O=C(NC1(C(F)(F)F)NC(=O)N(C2CCCCC2)C1=O)C1CC1 (stereo not drawn)	0	2	0	15	9	1	-2	-2	14
Cc1c(Cl)cnc(NC(=O)COC(=O)c2ccc([N+](=O)[O-])s2)c1Cl	2	7	-2	3	15	-1	-5	3	-6
CCOC(=O)c1[nH]c2ccccc2c1NC(=O)Nc1ccc(OC)cc1	-2	1	2	-1	8	-1	-1	14	-11
COC(=O)c1ccccc1OCC(=O)N1CCN(c2ccc(Cl)cc2)CC1	-3	-3	-2	3	2	-2	3	-7	5
Cc1cc(C(=O)CSc2nnc(-c3ccncc3)n2-c2ccccc2)c(C)n1C	3	4	-1	1	16	1	-4	-10	-4
CCCCNS(=O)(=O)c1ccc2nc(SCC(=O)Nc3cc(C)cc(C)c3)[nH]c2c1	0	-2	2	-35	2	1	-6	2	-6
Cc1cnc(CN(C)Cc2c(C(=O)N3CCc4ccccc4C3)nc3ccc(Cl)cn23)[nH]1	0	-7	-8	30	5	1	-10	6	-3
CCOc1ccc(-c2cc3nc(C4CCN(C(=O)OC(C)(C)C)CC4)c(C(=O)O)cn3n2)cc1	32	5	-6	9	13	-1	-5	-4	-6
O=C1NC(c2ccc(-c3ccccc3[N+](=O)[O-])o2)C(C(=O)c2ccc(Cl)cc2)C(O)(C(F)(F)F)N1 (stereo not drawn)	1	8	3	1	16	-2	-8	6[fluorescence artefact?]	-5

Remaining list, next part:
SMILES	Runt-CBFb FRET	FXIa inh 1536	Runt-SMMHC FRET	Hck-Nef inh	FXIIa inh 1536	Wee1 degr inh	Thrombin inh	14-3-3 Bad inh	KLK5 inh
Cc1ccc(CCCOC(=O)CN2CCCCC2)cc1	0	11	-2	19	19	-1	14	1	22
O=C(Nc1ccc(Cl)c(Cl)c1)Nc1nnc(CC2=CCCCC2)s1	1	-1	-2	1	5	0	2	14	8
O=c1o[nH]c(-c2ccccc2)c1C=Nc1ccc(Cl)cc1	1	-5	-3	-3	2	-2	-5	-3	-3
O=c1oc2c3c4c(cc2c2c1CCC2)OCCN4CCC3	83*	-11	53*	97*	-18	1	-8	-1[fluorescence artefact?]	-10
COc1ccc(CN2CCN(C(=O)C3CC(=O)N(C4CCCCCC4)C3)CC2)c(OC)c1OC (stereo not drawn)	-1	15	8	3	18	0	8	0	6
N#Cc1ccc(CSc2nnc(Nc3ccccc3)s2)cc1	-1	-12	0	-1	-3	1	-5	5	-2
CSc1ncc(CN2CCN(C(C)C)C(CCO)C2)cn1 (stereo not drawn)	0	-1	1	6	6	1	-1	-6	.
COc1ccccc1-c1cc(SC)c(C#N)c(=O)o1	1	1	-64	9	5	-5	-2	-10	-11
COC(=O)Cn1c(C(F)(F)F)nc2ccccc21	-1	-2	-5	10	6	-2	-3	4	0
Cc1ccc(-c2cc(C(=O)NN3CCOCC3)c3cc(Br)ccc3n2)o1	26	-3	21	-13	-2	1	1	4	-18
CCN1CCN(C(=S)c2ccc(Cl)cc2)CC1	38	-4	30	0	-4	-1	-5	2	22
Clc1ccc(-c2csc(N/N=C/c3cccnc3)n2)c(Cl)c1	5	7	-7	3	7	6	-2	6	-20
Cc1ccc2oc3nc(C)c(C(=O)Nc4cccc(C(F)(F)F)c4)cc3c(=O)c2c1	-3	-7	2	-2	-2	-1	-4	-4[fluorescence artefact?]	12
Cc1nn(C)cc1CNC(=O)Nc1cccc(Cl)c1	1	-1	-5	3	11	3	-1	10	12
CC(=O)Nc1cccc(C(=O)OCC(=O)NC(C)c2ccc(F)cc2)c1 (stereo not drawn)	1	4	2	1	16	-2	1	0	6
COc1ccc(-c2nc3nc(C)cc(=O)n3[nH]2)cc1	-3	4	0	5	12	-4	0	34	-1
CCCC(=NCc1ccccc1)C1=C(O)C(C(=O)OC)C(C)(C)CC1=O (stereo not drawn)	-2	-1	-6	-1	0	-1	3	-2	-10
O=C(CNC(=O)c1ccccc1)N/N=C/c1ccc([N+](=O)[O-])s1	.	-1	-7	-4	12	-2	6	-30	-39
CC(=O)c1ccc(-c2ccc([C@H]3[C@@H]4C=CCC[C@@]4(C)C(=O)N3Cc3ccccc3)c(F)c2)cc1	0	-5	0	20	5	.	-8	1	-4
COc1ccc(C(=O)NNC(=O)CCn2nnc(-c3ccc(Cl)cc3)n2)cc1OC	0	-5	3	19	7	-1	-7	-6	-1
N#CCSc1nnc(COc2ccccc2)n1-c1ccccc1	1	8	-1	17	18	4	1	-1	-5
Clc1cccc(Cl)c1Cn1nnc(-c2cccs2)n1	-4	5	1	2	9	0	-3	11	-28
O=S(=O)(c1ccc2c(c1)OCCO2)N1CCN(c2nc(-c3cccnc3)nc3ccccc23)CC1	-2	0	-1	-2	.	-2	2	-21	0
Cc1ccccc1OCc1nnc(SCC(=O)Nc2ccc(N3CCOCC3)c(Cl)c2)n1C	-4	-5	-4	-2	6	4	-6	6	2
CN(C)c1nc2n(c(=O)n1)CCS2	3	-8	-2	2	13	0	-11	-12	-26
O=c1[nH]c(=O)n(Cc2ccccc2)c2c1C(C(F)(F)F)(C(F)(F)F)N=C(c1ccco1)N2	0	15	-3	2	22	-4	40*	37	147*
CNc1nc(-c2ccc3c(c2)CCN3C(=O)c2ccccc2F)c(C)s1	39	-1	26	-5	4	5	0	-3	-9
O=S(=O)(NCc1ccccc1F)NCc1ccccc1F	0	-2	0	20	10	1	0	-8	0
c1ccc(-n2c(SCc3ccncc3)nnc2-c2ccco2)cc1	0	5	2	0	19	2	2	.	-2
COc1ccccc1N(C)S(=O)(=O)c1ccc(C(=O)OCC(=O)Nc2ccccc2F)cc1	-2	4	-3	26	3	11*	8	-1	-3
CC1(C)CC(=O)N(CC(=O)N2CCN(c3ncccn3)CC2)c2ccccc2S1(=O)=O	1	3	0	-1	9	1	-6	1[fluorescence artefact?]	-21
CCOC(=O)N1CCC(NC(=O)c2cccc3c2C(=O)N(Cc2cccnc2)C3)CC1	0	-11	-2	2	8	-4	-4	2	-13
c1ccc(Cc2nnc3n2N=C(c2ccccc2)CS3)cc1	1	1	0	10	1	-2	-7	1	-6
CSCCC(NC(=O)c1ccc(Br)cc1)C(=O)O (stereo not drawn)	2	-2	0	2	5	-1	-7	-25	-4
O=[N+]([O-])c1cccc(/C=N/Nc2nc(NCc3ccccc3)nc(N3CCOCC3)n2)c1	-1	2	2	4	3	0	-6	-6	-10
Cc1cccc(C)c1OCc1nnc(SCC(=O)NCc2ccccc2)o1	-2	5	3	0	8	1	-2	10	-14
COc1cc(OC)c(C(=O)/C=C/c2ccccc2)c(O)c1O	1	7	-2	35	16	.	9	3	5
CCOc1ccccc1Nc1nc(-c2sc(C)nc2C)cs1	3	2	-6	14	11	0	-4	-6	5
COCCOC(=O)c1ccc(NC(=O)COc2ccc([N+](=O)[O-])cc2)cc1	-2	-4	-1	-5	5	-2	2	0	-1
CC(C)c1nnc(NC(=O)C2CCCCC2)s1	.	-1	0	9	3	-1	7	6[fluorescence artefact?]	-1

Assay outcomes (PubChem BioAssay)
